# Screening data as filed in PubChem BioAssay.
# HADH2 inhib: qHTS Assay for Inhibitors of HADH2 (Hydroxyacyl-Coenzyme A Dehydrogenase, Type II) | recombinant HADH2, NADH fluorescence, beta-hydroxybutyryl-CoA | 3-hydroxyacyl-CoA dehydrogenase type-2 (Homo sapiens), Q99714 | Potency, µM (series often up to 57.1 µM), for inactives: top-dose activity change, negative = inhibition, hits mostly inhibitors | hit rate 3.4% among 73,000; note: potency is the fitted concentration of half-maximal effect; % is set by controls: 0 for no effect and ±100 for the full control effect; nearly all actives have a fitted effect of over 60% in size; many of its hits are not listed in these tables
# Target sequence (Q99714 whole entry, looked up, one chain of several): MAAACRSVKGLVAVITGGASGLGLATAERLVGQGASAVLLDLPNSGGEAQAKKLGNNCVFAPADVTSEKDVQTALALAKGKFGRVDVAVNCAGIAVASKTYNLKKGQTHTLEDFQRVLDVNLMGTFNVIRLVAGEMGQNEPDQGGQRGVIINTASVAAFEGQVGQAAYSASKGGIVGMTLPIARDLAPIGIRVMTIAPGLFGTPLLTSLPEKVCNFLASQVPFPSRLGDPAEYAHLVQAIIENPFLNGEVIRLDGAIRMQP
#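 His-tagged recombinant enzyme from E. coli, 20 nM, preincubated 15 min RT with compound; reaction started with 1 mM NAD+ and 90 uM beta-hydroxybutyryl-CoA in 100 mM Tris-HCl pH 9.0. NADH fluorescence (ex 360/em 450) read over 4 min; last-minus-first difference.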
# Rhodamine fluor: qHTS Assay for Spectroscopic Profiling in Rhodamine Spectral Region; hit rate 0.05% among 59,000; Rhodamine-region fluorescence, 547/598 nm, Tris buffer; stronger effect = higher value; max dye-equivalent concentration, M; AID 594, 2007; in the data active = max dye-equivalent concentration above about 11 nM; inconclusive = between about 1.1 nM and that limit
#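 A six-point rhodamine series on each plate calibrates the signal. Compounds sit in 100 mM Tris (pH 8.0) for 15 min at ambient temperature before imaging through 547 nm/598 nm filters.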
# ALOX15 inhib: qHTS Assay for Inhibitors of 15-hLO (15-human lipoxygenase). Potency, µM (highest dose often 57.1 µM), inactives show top-dose activity change, negative = inhibition, most hits filed as inhibitors. hit rate 1.4% among 74,000. purified 15hLO-1, xylenol orange hydroperoxide absorbance. Polyunsaturated fatty acid lipoxygenase ALOX15 (Homo sapiens), P16050; note: potency is the fitted concentration of half-maximal effect; % is set by controls: 0 for no effect and ±100 for the full control effect; nearly all actives have a fitted effect of over 55% in size
# Target sequence (P16050 whole entry, looked up): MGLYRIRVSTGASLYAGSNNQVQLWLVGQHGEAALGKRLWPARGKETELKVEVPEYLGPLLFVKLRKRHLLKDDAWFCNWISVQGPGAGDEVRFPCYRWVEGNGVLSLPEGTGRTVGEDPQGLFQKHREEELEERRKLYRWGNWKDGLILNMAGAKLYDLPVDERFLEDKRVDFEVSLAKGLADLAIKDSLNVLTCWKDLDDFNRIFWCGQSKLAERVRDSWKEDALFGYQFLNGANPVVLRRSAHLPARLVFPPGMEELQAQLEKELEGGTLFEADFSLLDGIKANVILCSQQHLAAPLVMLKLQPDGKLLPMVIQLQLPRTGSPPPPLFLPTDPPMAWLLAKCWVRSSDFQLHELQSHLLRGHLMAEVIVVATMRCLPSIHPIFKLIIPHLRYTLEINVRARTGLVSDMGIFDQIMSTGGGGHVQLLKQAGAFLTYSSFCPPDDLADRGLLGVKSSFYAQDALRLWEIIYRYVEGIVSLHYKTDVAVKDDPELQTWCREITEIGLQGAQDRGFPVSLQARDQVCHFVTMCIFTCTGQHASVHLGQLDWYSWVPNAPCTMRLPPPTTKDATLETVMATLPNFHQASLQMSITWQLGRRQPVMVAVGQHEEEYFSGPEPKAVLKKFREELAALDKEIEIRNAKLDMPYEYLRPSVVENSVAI
#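 Inhibition is scored from a chromogenic endpoint. After 15 min enzyme-compound contact, arachidonic acid (50 uM final) reacts 6 min with 40 nM 15hLO-1 at room temperature, then Fe-XO reagent is added for 30 min and absorbance ratio recorded.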
# FLuc inh: qHTS Assay for Inhibitors of Firefly Luciferase; Luciferin 4-monooxygenase (Photinus pyralis), P08659; purified firefly luciferase, luminescence, 8 min; Potency, µM (titrated, usually from 57.1 µM), without a hit: top-dose activity change, negative = inhibition, most hits filed as inhibitors; hit rate 2.2% among 72,000; note: potency is the fitted concentration of half-maximal effect; % is set by controls: 0 for no effect and ±100 for the full control effect; nearly all actives have a fitted effect of over 40% in size
#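 Luminescence read-out after 8 min at room temperature; enzyme reaction used luciferin plus 10 uM ATP (linear range) in imidazole buffer pH 7.2 with KCl, MgCl2, Tween 20 and BSA. Each sample was run as a titration.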
# CRE-bla Fsk: Cell signaling CRE-BLA (Fsk stim); CHO CRE-bla reporter (cAMP response element driving beta-lactamase), forskolin EC10, beta-lactamase ratio; Potency, µM (titrated, usually from 38.2 µM), inactives show top-dose activity change, negative = inhibition, hits mostly activators; hit rate 2.5% among 71,000; AID 662, 2007; active = well fitted activation curve with a large enough effect in the signal ratio, with a control signal flat, not every such curve was filed as active; inconclusive = small, poorly fitted or top-dose-only effect, or effect the other way, or a change in a side signal; the % refers to the signal ratio; note: potency is the fitted concentration of half-maximal effect; % of control where 0% means no effect
#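 Using CellSensor CRE-bla CHO cells in Opti-MEM with 0.5% dialyzed FBS, compounds were titrated with EC10 NKH 477 for 3 h at 37 °C. CCF4 ratio (460/530 nm) gave %Activity; AC50 derived.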
# HBB splicing: qHTS Assay for Modulators of Hemoglobin Beta Chain Splicing. AID 925, 2007. Potency, µM (doses to about 46.1 µM), without a hit: top-dose activation, usual class: activators. HBB splicing reporter cell assay, activation; EGFP reporter with mutant IVS2-654 intron; response scale: normalised to 500 nM splice-correcting PNA. hit rate 0.06% among 65,000; note: potency is the fitted concentration of half-maximal effect; 0% is about no effect
#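 HeLa cells stably expressing EGFP interrupted by mutant beta-globin intron 2 (IVS2-654), 500/well in 2% FCS. Treated with compound for 2 days at 37C. Splicing correction scored as total well GFP intensity (488 nm excitation, 500-520 nm emission); 500 nM antisense PNA served as control.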
# ERK AVP block: qHTS Assay for Inhibitors of the ERK Signaling Pathway using a Homogeneous Screening Assay. AID 995, 2007. hit rate 0.99% among 72,000. HEK293-V1b, vasopressin-stimulated pERK AlphaScreen. Potency, µM (top dose mostly 57.5 µM), without a hit: at the top dose activity, negative = inhibition, most hits filed as inhibitors; note: potency is the fitted concentration of half-maximal effect; % is set by controls: 0 for no effect and ±100 for the full control effect; nearly all actives have a fitted effect of over 55% in size
#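 qHTS, compounds titrated on V1b-expressing HEK293 cells. Preincubation 30 min at 37C, vasopressin 25 nM for 5 min, lysis 10 min, bead incubation 5 hr at room temperature.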
# TexasRed autofl: qHTS Assay for Spectroscopic Profiling in Texas Red Spectral Region. max dye-equivalent concentration, M. hit rate 0.06% among 59,000. Compound fluorescence, Texas Red channel, 547/618 nm; stronger effect = higher value. AID 587, 2007; in the data active = max dye-equivalent concentration above about 10 nM; inconclusive = between about 1.1 nM and that limit
#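 Dye-equivalent concentrations come from scaling compound signal (ex 547, em 618 nm) to six Texas Red standard concentrations run on every plate, after 15 min room-temperature incubation in pH 8.0 Tris (100 mM).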
# Tau fil binding: qHTS Assay for Tau Filament Binding; AID 596, 2007; Microtubule-associated protein tau (Homo sapiens), P10636; recombinant tau filaments, thioflavin S fluorescence, 15 h; filaments grown with octadecylsulfate alongside compound; Potency, µM (series often up to 57.1 µM), without a hit: at the top dose activity change, negative = inhibition; hit rate 2% among 71,000;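 note: potency is the fitted concentration of half-maximal effect; % is set by controls: 0 for no effect and ±100 for the full control effect; actives lower thioflavin S fluorescence by blocking filaments or displacing dye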
#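 Recombinant tau protein (human, 1 uM final) plus 30 uM ODS in HEPES pH 7.4 with NaCl, DTT and thioflavine S. Compound present from the start; fluorescence at 510 nm after 15 h, 37 C.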
# Hsp90 Hop PPI: qHTS Assay for Disrupters of an Hsp90 Co-Chaperone Interaction | AlphaScreen TPR2A-His6 binding biotin-Hsp90 C-terminal peptide | Hsp90 C-terminal peptide / TPR2A (Hop) interaction, human | AID 595, 2007 | Potency, µM (doses to about 57 µM), for the others: top-dose activity change, negative = inhibition | hit rate 0.44% among 71,000; active = well fitted curve in either direction with a large enough effect; inconclusive = small, poorly fitted or top-dose-only effect, or another doubt; note: potency is the fitted concentration of half-maximal effect; % is set by controls: 0 for no effect and ±100 for the full control effect; many of its hits are not listed in these tables
# DNA Pol III inh: qHTS Assay for Inhibitors of DNA Polymerase III Holoenzyme System; Potency, µM (doses to about 57.1 µM), for inactives: at the top dose activity change, negative = inhibition; reconstituted DNA polymerase III holoenzyme replication, biochemical; hit rate 0.25% among 71,000; note: potency is the fitted concentration of half-maximal effect; % is set by controls: 0 for no effect and ±100 for the full control effect
#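 Reconstituted *E. coli* holoenzyme (0.35 nM Pol III, 1 nM beta, 154 nM SSB, 2 nM primase) was preincubated with compound for 15 min at RT. Synthesis on 1.4 nM ssM13Gori ran 35 min, then was stopped with PicoGreen/EDTA and read as dsDNA fluorescence.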
# Starred values were filed as active, the others as inactive; i = inactive; ? = inconclusive; / = no result given; [ ] = another dose, or the depositor's remark. Unless noted, calls come from the whole dose curve; as a rule, active = well fitted curve in the direction sought with a large enough effect; inconclusive = small, poorly fitted or top-dose-only effect, or another doubt; inactive = no such curve, though single readings can be large; an effect the other way counts as inactive or inconclusive.
cpd | Molecule | HADH2 inhib | Rhodamine fluor | ALOX15 inhib | FLuc inh | CRE-bla Fsk | HBB splicing | ERK AVP block | TexasRed autofl | Tau fil binding | Hsp90 Hop PPI | DNA Pol III inh
1 | O=c1[nH]c(CN2CCc3ccccc3C2)nc2ccccc12 | 10% | i | -14% | 1% | -3% | -1.8% | -18% | i | -11% | -5% | 2%
2 | CC(Oc1ccc(Cl)cc1Cl)C(=O)NCCCN(C)C (stereo not given) | 11% | / | 3% | -1% | -2% | 0.2% | -10% | / | 12% | -2% | -4%
3 | O=c1cnc2cnc(N3CCOCC3)nc2n1C1CC1 | 1% | i | 3% | -1%[11.4 µM] | ? | 0.0% | 4% | i | 1% | -3% | -5%
4 | O=C(NC1c2ccccc2-c2ccccc21)N1CCOCC1 | 3%[11.4 µM] | / | -4%[11.4 µM] | -1% | 16%[7.6 µM] | -1.1%[0.0738 µM] | -13% | / | 6%[11.4 µM] | -4%[11 µM] | -2%[11.4 µM]
5 | COc1cc(C(=O)Nc2ccccc2N2CCN(S(C)(=O)=O)CC2)cc(OC)c1OC | -6% | i | -11% | 1% | ? | 3.0% | -24% | ? | 1% | -3% | -13%
6 | Cc1cccc(-c2c3c(=O)n(C)c(=O)n(C)c3cn2C(C)(C)C)c1 | -18% | i | 12% | 1% | 19% | 0.5%[0.369 µM] | -30% | i | -13% | -2% | -8%
7 | NC(=O)c1cccc2c1C(=O)N(C1CCCCC1)C2 | -13% | / | -4% | 1% | 7% | 1.0% | -13% | / | -18% | -3%[2.3 µM] | -12%
8 | Cc1onc(-c2c(F)cccc2Cl)c1C(=O)OCN1C(=O)c2ccccc2C1=O | 1% | / | -6% | 0% | 28% | -2.0%[9.22 µM] | 34%[activator] | / | 3% | 8% | -2%
9 | CCc1nnc(NC(=O)Nc2ccc(OC)cc2)s1 | -8% | i | 0% | -18% | 7% | -0.6% | -4% | i | -1% | -3% | 1%
10 | CCC(=O)N1CCc2cc(Br)cc(S(=O)(=O)C3(C(=O)OC)CC3)c21 | 3% | i | -1% | 0% | ? | 0.4% | -15% | i | 3% | 2% | -2%
11 | Cc1ccc(-n2cc3c(=O)n(C)c(=O)n(C)c3c2)cc1C | -11% | i | 0% | -16% | 4% | 0.9%[57.5 µM] | -10% | i | 10% | -8% | 0%
12 | O=C(O)[C@@H]1[C@@H](C(=O)Nc2ccccc2)[C@@H]2C=C[C@@H]1O2 | 10%[11.4 µM] | i | 14%[11.4 µM] | 4%[11.4 µM] | 10%[7.6 µM] | 2.3%[9.22 µM] | -3%[11.5 µM] | i | 14%[11.4 µM] | 1%[11 µM] | -6%[11.4 µM]
13 | COc1ccc(NC(=O)N2CCC(NC(=O)c3ccco3)CC2)cc1 | -14% | i | 7% | 2% | 0% | 0.2%[57.5 µM] | -17% | i | 0% | -1% | -2%
14 | Cc1cc(Br)ccc1NC(=O)CNC(=O)CSc1n[nH]c(N)n1 | 3% | i | -5% | -2% | -14% | 1.8%[57.5 µM] | 2% | ? | -7% | 1% | 3%
15 | Cc1nc(N2CCN(C(c3ccccc3)c3ccccc3)CC2)[nH]c(=O)c1C | -5% | i | 10% | 1% | -1% | 1.5%[0.369 µM] | -12% | i | 3% | 1% | -7%
16 | CC1CN(CC(O)COc2ccc(C(C)C)cc2)CC(C)O1 (stereo not given) | -7% | i | 2% | -14% | 9% | 2.0%[57.5 µM] | ? | i | 5% | 1% | -2%
17 | COC(=O)c1ccc(-n2nnnc2SCC(=O)N2CCCCC2)cc1 | 3% | / | -2% | 0% | 6% | -4.8% | 0% | / | 12% | 0% | 0%
18 | CC(NC(=O)c1ccccc1)C(=O)NC1=NCCS1 (stereo not given) | 3% | i | 5% | 4% | 1% | -0.7% | 12% | i | 4% | -5% | -4%
19 | Cc1cc(C)c2c(CC(=O)N(CCC#N)Cc3cccnc3)coc2c1 | 5% | i | -6% | 4% | 0% | -2.3% | -2% | ? | -6% | -8% | -1%
20 | CCN1C(=O)[C@H]2[C@H]3[C@H](O)[C@H](O)C/C(=N/OC[C@@H](O)COCc4ccco4)[C@H]3CC[C@@H]2C1=O | 0%[11.4 µM] | / | -2%[11.4 µM] | 1%[11.4 µM] | / | 2.9%[9.22 µM] | 35%[activator][11.5 µM] | / | / | / | /
21 | Nc1nc(CSc2ncn(-c3ccccc3)n2)cs1 | 4% | i | 0% | 25µM* | 10% | 4.1% | -1% | i | -5% | -2% | -6%
22 | CN1CCc2ccccc2[C@@H]1Cc1ccccc1NC(=O)c1sc2ccccc2c1Cl | 1%[11.4 µM] | i | 16%[11.4 µM] | -3%[11.4 µM] | 1%[7.6 µM] | 2.2%[9.22 µM] | 38%[activator][11.5 µM] | i | 2%[11.4 µM] | -7%[11 µM] | -3%[11.4 µM]
23 | COc1cc(C(=O)N2CCN(c3ncnc4sc(C)c(C)c34)CC2)cc(OC)c1OC | 7% | i | -5% | 0% | ? | 0.0% | ? | i | 16% | -3% | -4%
24 | CC(=O)N(CC1CCCO1)c1nnc(-c2ccccn2)s1 (stereo not given) | 10% | i | ? | ? | 21% | -2.2% | 2% | ? | 0% | -25% | 3%
25 | CCOc1ccc2nc(NCCO)[nH]c2c1 | -8% | i | 15% | -1% | -4% | -0.2%[57.5 µM] | -15% | i | 5% | 2% | 2%
26 | CNC(=O)C1C2C=CC3(O2)C1C(=O)N(CCOC)C3C(=O)NCc1ccc(OC)cc1 (stereo not given) | 8% | i | 8% | 0% | 3% | 0.1%[57.5 µM] | 3% | i | -9% | -4% | -4%
27 | O=C(NCC1CCCO1)C1CCN(C(=O)c2ccc(Cl)cc2)CC1 (stereo not given) | 0% | i | 2% | 1% | -9% | 0.7% | -3% | i | 7% | -4% | 3%
28 | CCOC(=O)c1[nH]c2ccccc2c1NC(=O)C1CCCCC1 | 13% | i | 1% | 4% | -6% | 0.0% | 13% | i | 27% | 0% | -2%
29 | CCCN(c1ccc(OCC)cc1)S(=O)(=O)c1ccc2c(c1)CCN2C(=O)CCC(=O)O | 10% | i | 10% | 1% | ? | -2.3% | 11% | i | -1% | -2% | -5%
30 | Cc1nnc(-n2cnc3ccccc32)c2ccccc12 | -3% | i | -4% | 1% | -13% | -0.8% | ? | i | -4% | 0% | -4%
31 | COc1cccc(N(C(C)=O)c2nc(C)cc(C)c2C#N)c1 | 1% | i | 7% | 0% | 2% | -0.7%[57.5 µM] | -12% | i | 1% | -3% | -1%
32 | COC(=O)c1cc2ccc(OC)c(OC)c2c(=O)s1 | 2% | i | -4% | 0% | ? | 3.8% | 0% | i | 1% | -3% | 0%
33 | O=C(OCc1csc(-c2ccccc2)n1)c1cccs1 | -10% | i | -6% | 13µM* | ? | -2.5% | 48%[activator] | i | -2% | ? | -7%
34 | Cc1cc(C)n(-c2ccc(C(=O)OCc3nnc(-c4ccccc4)o3)cc2)n1 | -2% | i | 1% | 3% | ? | -0.1%[57.5 µM] | ? | ? | 3% | 9% | -3%
35 | C=C(C)CSC1=C(C#N)C(c2ccccc2Cl)CC(=O)N1 (stereo not given) | / | i | 16µM* | -1% | -8% | -0.4%[57.5 µM] | 20µM* | i | -6% | -3% | -3%
36 | CCCCC(=O)Nc1ccc(NC(=O)c2ccc3c(c2)OCO3)cc1OC | 4% | i | -3% | ? | 6% | -0.1% | -18% | i | 11% | -5% | -1%
37 | NC(=O)NC(=O)CSc1cccc(C(F)(F)F)c1 | 4% | i | 14% | 0% | ? | -2.6% | -7% | ? | 76% | -1% | -3%
38 | CCOc1ccc(Cn2nnc(C(=O)NCc3ccccc3)c2N)cc1 | 8% | / | -14% | -1% | -2% | -0.7% | -11% | / | 348% | -2%[2.3 µM] | -4%
39 | COc1ccc(-c2ccc(-c3noc(-c4cccc(OC)c4)n3)c(OC)n2)cc1 | ? | i | 1% | 3% | 6% | 0.0%[57.5 µM] | 3% | i | 9% | -1% | -1%

# An excerpt; count on the stated rates, not on these rows.
